Screening data deposited in PubChem by National Center for Advancing Translational Sciences (NCATS).
KCNH2 3.1 inh: qHTS for Inhibitors of KCHN2 3.1: Mutant qHTS | AID 720553, 2013 | 340,000 tested, 0.95% active | activity change, % (tested at about 1.8 µM) | U2OS KCNH2 3.1, thallium flux FluxOr; active compounds read low;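 active means maximum activity change below -70%; inconclusive means maximum activity change from -70% to -50%; inactive means maximum activity change above -50%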;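 further: thallium influx rate constant from kinetic fluorescence after stimulation buffer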
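U2OS cells transduced with KCNH2 3.1 mutant virus (1.77 x 10^8 /mL, 4 h), plated overnight at 37 C, loaded 45 min with FluxOr dye plus Red40 quencher. Thallium flux rate constant from kinetic reads after stimulation buffer, normalised to controls.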
KCNH2 WT inh: qHTS for Inhibitors of KCHN2 3.1: Wildtype qHTS; Voltage-gated inwardly rectifying potassium channel KCNH2 (Homo sapiens), Q12809; U2OS, BacMam KCNH2, thallium flux FluxOr; active compounds read low; activity change, % at 1.84 µM; 340,000 tested, 0.37% active;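 active means maximum activity change below -70%; inconclusive means maximum activity change between -70% and -50%; inactive means maximum activity change above -50%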
Target sequence (Q12809 whole entry, looked up): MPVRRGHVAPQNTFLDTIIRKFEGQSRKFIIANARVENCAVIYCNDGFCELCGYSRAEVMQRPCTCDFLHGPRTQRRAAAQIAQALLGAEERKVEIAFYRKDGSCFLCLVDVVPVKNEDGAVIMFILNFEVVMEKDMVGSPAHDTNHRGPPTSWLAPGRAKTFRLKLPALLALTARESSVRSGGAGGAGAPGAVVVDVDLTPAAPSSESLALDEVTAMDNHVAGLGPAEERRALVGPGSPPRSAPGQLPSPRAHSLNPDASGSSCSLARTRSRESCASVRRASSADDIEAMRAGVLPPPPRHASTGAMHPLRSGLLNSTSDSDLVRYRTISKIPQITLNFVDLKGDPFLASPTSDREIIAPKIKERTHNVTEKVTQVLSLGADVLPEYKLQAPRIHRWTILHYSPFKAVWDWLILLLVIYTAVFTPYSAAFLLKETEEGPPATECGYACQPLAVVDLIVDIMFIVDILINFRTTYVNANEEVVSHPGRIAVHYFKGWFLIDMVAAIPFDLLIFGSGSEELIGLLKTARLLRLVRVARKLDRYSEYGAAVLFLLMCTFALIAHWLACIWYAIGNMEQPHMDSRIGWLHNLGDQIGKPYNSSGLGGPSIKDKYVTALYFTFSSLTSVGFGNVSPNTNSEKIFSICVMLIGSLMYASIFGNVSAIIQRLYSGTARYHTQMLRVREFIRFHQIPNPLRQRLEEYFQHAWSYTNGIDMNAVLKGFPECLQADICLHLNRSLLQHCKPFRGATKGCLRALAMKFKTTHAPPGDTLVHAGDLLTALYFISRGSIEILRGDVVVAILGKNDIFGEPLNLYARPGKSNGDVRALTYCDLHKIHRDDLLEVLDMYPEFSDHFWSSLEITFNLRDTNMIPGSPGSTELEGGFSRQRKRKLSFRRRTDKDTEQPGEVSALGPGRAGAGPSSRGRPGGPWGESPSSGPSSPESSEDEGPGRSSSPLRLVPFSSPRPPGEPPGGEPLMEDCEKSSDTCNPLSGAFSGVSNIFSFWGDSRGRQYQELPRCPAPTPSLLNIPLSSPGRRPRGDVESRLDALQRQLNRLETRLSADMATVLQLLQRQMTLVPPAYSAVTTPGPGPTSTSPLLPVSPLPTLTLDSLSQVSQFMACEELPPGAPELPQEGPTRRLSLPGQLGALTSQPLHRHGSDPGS
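U2OS cells transduced with wild-type KCNH2 virus are loaded with FluxOr dye for 45 min, and thallium flux is measured in kinetic reads before and after stimulation buffer. Rate constants are normalized to DMSO controls.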
Active calls of the source: *; ? = inconclusive. On the % scale 0 is the no-effect control and ±100 the full control effect. These rows are one share of the data, so the mix of outcomes need not match the whole.

Below each SMILES: KCNH2 3.1 inh | KCNH2 WT inh
O=[N+]([O-])c1ccc2oc(/C=C/c3ccc(O)cc3)nc2c1
  5 | 3
CC(=O)Nc1ccc(S(=O)(=O)CC(=O)CS(=O)(=O)c2ccc(NC(C)=O)cc2)cc1
  -2 | -1
C[C@@H]1CN([C@H](C)CO)C(=O)CCCn2nncc2CO[C@H]1CN(C)Cc1ccc(C(=O)O)cc1
  2 | -34
O=C(O)C1(C(=O)O)CCC2(CCCCC2)CC1
  -3 | -15
Cc1ccc(-c2cc3nc(-c4ccccc4)cc(NCCCO)n3n2)cc1
  -3 | 7
C[C@H](CO)N1C[C@H](C)[C@@H](CN(C)C(=O)Nc2ccccc2F)OCc2cnnn2CCCC1=O
  13 | -9
COc1cccc(-c2ccc(NC(=O)C3CCCN(Cc4cccc(C)n4)C3)cc2)c1 (stereo not given)
  -13 | 44
CCN1C(=O)[C@H]2[C@@H](c3ccc(C(F)(F)F)cc3)N[C@]3(CCCN(Cc4ccccc4)C3=O)[C@H]2C1=O
  11 | -23
CN(C(=O)CSc1nc(N)cc(=O)[nH]1)C1CCCCC1
  5 | 2
O=C1C(=Cc2cccc(O)c2O)SC(=S)N1CCCN1CCOCC1
  6 | -8

Below each SMILES: KCNH2 3.1 inh | KCNH2 WT inh
CC(=O)c1sc(NC(=O)CCc2ccccc2)nc1C
  1 | -5
C[C@H](CO)N1C[C@H](C)[C@@H](CN(C)S(=O)(=O)c2cccs2)OCc2cn(nn2)CCCC1=O
  -5 | 0
COc1cc(/C=C/C(=O)OCC(=O)N2CCc3ccccc32)cc(OC)c1OC
  9 | 0
COc1cc2[nH]cc(C(=O)NCc3cccs3)c(=O)c2cc1OC
  3 | -28
C[C@@H]1CN([C@H](C)CO)C(=O)CCCn2nncc2CO[C@H]1CN(C)S(=O)(=O)c1cccc(C#N)c1
  -10 | -7
O=C(c1cccs1)N1C[C@@H](n2cc(-c3ccc(F)cc3)nn2)[C@H](O)C[C@@H]1c1ccc(Cl)cc1
  -11 | 7
O=C(NCc1ccc(F)cc1)c1cccc2c1C(=O)c1ccc(N3CCC(N4CCCCC4)CC3)cc1S2(=O)=O
  -5 | 5
Cc1ccc(S(=O)(=O)NCC2CCC(C(=O)NCCCN3CCC(C)CC3)CC2)cc1 (stereo not given)
  -4 | 26
CCCNC(=O)N(C)C[C@@H]1Oc2cc(C#CC(C)(C)O)ccc2S(=O)(=O)N([C@H](C)CO)C[C@H]1C
  8 | -7
Cc1ccc(S(=O)(=O)N2Cc3ccccc3CC2C(N)=O)cc1 (stereo not given)
  7 | 26

Below each SMILES: KCNH2 3.1 inh | KCNH2 WT inh
CSc1ncnc2c1ncn2CCCN(C)CCc1ccccn1
  6 | 38
COc1cc2c(cc1[N+](=O)[O-])-c1ccc([N+](=O)[O-])cc1C2=NNC(N)=S
  5 | 2
COCOCCn1cc(CN2CCS(=O)(=O)N(Cc3ccc(-c4ccc(F)nc4)cc3)C(CC(C)C)C2=O)nn1 (stereo not given)
  -6 | 6
C[C@H]1CNC(=O)c2c(C(=O)Nc3ccc(CNC(=O)OC(C)(C)C)cc3)ncn21
  28 | 1
CC(=O)c1ccc(OCC(=O)NC(=O)NC2CCCC2)cc1
  -3 | -16
CC(=O)Nc1ccc(NC(=O)CSc2nc(=O)n(CCCN3CCOCC3)c3c2CCC3)cc1
  -14 | 0
O=CC(=Cc1ccccc1)c1ccccc1
  ? | 29
CCCCCCN1C[C@H](n2cc(-c3ccc(F)cc3)nn2)[C@@H](O)C[C@@H]1c1ccc(C)cc1
  -8 | 2
COc1ccc(S(=O)(=O)Nc2ccc3c(c2)C(=O)N([C@H](C)CO)C[C@H](C)[C@@H](CN(C)C(=O)Nc2c(C)noc2C)OCCCC[C@H](C)O3)cc1
  -24 | 1
O=C(COC(=O)c1ccc(O)cc1)NC1CCCCCCC1
  -24 | 10

Below each SMILES: KCNH2 3.1 inh | KCNH2 WT inh
Cc1ccc(S(=O)(=O)c2nc(/C=C/c3ccccc3)oc2N2CCC(C(N)=O)CC2)cc1
  -30 | 26
C[C@H](O)[C@@H]1C(=O)N2CCc3c([nH]c4ccccc34)[C@@H]2C[C@@H]1N(C)Cc1ccc(Cl)cc1
  -12 | 9
COc1cc(C(=O)OCCCN2CCOCC2)cc(OC)c1OC
  5 | -3
C[C@H]1CN([C@@H](C)CO)C(=O)CCCn2nncc2CO[C@H]1CN(C)S(C)(=O)=O
  11 | -25
CCOC(=O)CCCCCC(=O)Nc1ccc2c(c1)C(=O)N([C@@H](C)CO)C[C@@H](C)[C@H](CN(C)C(=O)Nc1ccccc1)OCCCC[C@H](C)O2
  -11 | 11
Cc1ccc(N(CC(=O)N2CCCCCC2)S(C)(=O)=O)cc1
  7 | -9
COc1c(Cl)c(=O)oc2ccc(Cl)cc12
  2 | -8
CC(C)NC(=O)Nc1ccc2c(c1)C(=O)N([C@@H](C)CO)C[C@H](C)[C@H](CN(C)S(=O)(=O)c1ccccc1)OCCCC[C@H](C)O2
  9 | -1
O=C(NCCOc1ccccc1)c1cccc(S(=O)(=O)N2CCN(Cc3ccccc3)CC2)c1
  -2 | 2
Cn1nc(N)c2ncc(C(Cl)(Cl)Cl)nc21
  -27 | -3

Below each SMILES: KCNH2 3.1 inh | KCNH2 WT inh
O=C(O)c1cn(-c2ccccc2)nc1-c1ccc(Cl)cc1
  21 | -11
CCN(CC)C(=O)C1=C(C)N(CCCN2CCCC2=O)C(=O)C(CC(=O)NCCN2CCOCC2)C1 (stereo not given)
  -9 | -3
COc1ccc(C)cc1NC(=O)COC(=O)c1c(-c2ccccc2)noc1C
  -5 | -25
Cc1cccc(NC(=O)CN2C(=O)C3CC=CCC3C2=O)c1C (stereo not given)
  2 | -12
COc1ccc(C)c2sc(N(CCN(C)C)C(=O)c3ccc(S(=O)(=O)N(C)c4ccccc4)cc3)nc12
  8 | 0
O=C(CSc1ccc(Cl)cc1)NC1CC1
  8 | 4
Cc1ccccc1/C(=N\S(=O)(=O)c1ccc(Br)cc1)Nc1ccccc1
  5 | 2
O=C(O)c1ccc(Cl)cc1NC(=O)C1CCN(S(=O)(=O)c2cccs2)CC1
  11 | -6
O=S(=O)(c1ccc(Cl)cc1)N1CCN(c2nc(C(F)(F)F)nc3ccccc23)CC1
  -36 | 22
Cc1noc(C)c1S(=O)(=O)Nc1ccc2c(c1)C(=O)N([C@H](C)CO)C[C@H](C)[C@@H](CN(C)C(=O)CCCN(C)C)OCCCC[C@@H](C)O2
  2 | -2

Below each SMILES: KCNH2 3.1 inh | KCNH2 WT inh
COc1cc(NC(=O)C(C)(C)C)c(C(=O)OCC(=O)Nc2cc(C)on2)cc1OC
  -15 | 5
C[C@@H]1CN([C@@H](C)CO)C(=O)CCCn2nncc2CO[C@@H]1CN(C)S(=O)(=O)c1ccc(-n2cccn2)cc1
  1 | -2
CCN(CC)CCn1c(=S)[nH]c2cc(C(=O)NCc3ccccc3)ccc2c1=O
  -33 | 44
COc1ccc(NC(=O)C[C@H]2C(=O)N(c3ccccc3)C[C@@H]2C)cc1
  0 | 1
COc1ccc2nc(-c3ccccn3)ccc2c1
  7 | 16
COc1ccc(-c2cc3nc(-c4ccccc4)cc(N4CCN(C(C)=O)CC4)n3n2)cc1
  24 | -10
COc1c(F)cccc1C1=CC(=O)C[C@H](c2ccc(F)cc2)C1
  9 | -3
CC(C)(C)Cc1c(-c2ccccc2)nc2ccc(Br)cn12
  -2 | 31
C#CCOc1ccc(/C=C2/C(=O)N(c3ccc(S(N)(=O)=O)cc3)N=C2C)cc1OC
  3 | 15
CCOc1ccc(S(=O)(=O)N2CCOCC2)cc1NC(=O)CN1C(=O)NC(C)(C2CC2)C1=O (stereo not given)
  -16 | 16

A stretch taken from the entries so far, for reference:
Below each SMILES: KCNH2 3.1 inh | KCNH2 WT inh
COc1ccc2nc(-c3ccccn3)ccc2c1
  7 | 16
COc1ccc(-c2cc3nc(-c4ccccc4)cc(N4CCN(C(C)=O)CC4)n3n2)cc1
  24 | -10
COc1c(F)cccc1C1=CC(=O)C[C@H](c2ccc(F)cc2)C1
  9 | -3
CC(C)(C)Cc1c(-c2ccccc2)nc2ccc(Br)cn12
  -2 | 31
C#CCOc1ccc(/C=C2/C(=O)N(c3ccc(S(N)(=O)=O)cc3)N=C2C)cc1OC
  3 | 15
CCOc1ccc(S(=O)(=O)N2CCOCC2)cc1NC(=O)CN1C(=O)NC(C)(C2CC2)C1=O (stereo not given)
  -16 | 16

Next section:
Below each SMILES: KCNH2 3.1 inh | KCNH2 WT inh
CC(=O)Nc1ccc(NC(=O)COC(=O)c2ccc(S(=O)(=O)N(C)c3ccccc3)cc2)cc1
  4 | 9
O=C1NC(Cc2ccc(O)cc2)c2nc3ccccc3c(=O)n2-c2ncccc21 (stereo not given)
  -24 | -15
Cc1cc(SCC(=O)N2c3ccccc3NC(=O)CC2C)nc2ccccc12 (stereo not given)
  -8 | 6
Cc1ccccc1C(=O)NCC(=O)OCC(=O)NNC(=O)c1ccccc1F
  37 | 5
C[C@@H]1CN([C@H](C)CO)C(=O)CCCn2nncc2CO[C@@H]1CN(C)C(=O)Nc1ccc(N2CCCCC2)cc1
  -9 | -19
Cc1ccc(NC(=O)CSc2nc3cc(C(=O)NCC4CCCO4)ccc3c(=O)n2CC2CCCO2)cc1 (stereo not given)
  -17 | -9
Cc1ccc2nc(-c3ccc(Br)cc3)cc(C(=O)NCC3CCCO3)c2c1 (stereo not given)
  10 | -2
C[C@@H]1CN([C@@H](C)CO)S(=O)(=O)c2ccc(Br)cc2O[C@@H]1CN(C)Cc1ccccn1
  -2 | 1
COCCN(C(=O)COC(=O)c1ccc2ccccc2c1)c1c(N)n(Cc2ccccc2)c(=O)[nH]c1=O
  0 | -3
COc1cc(NCCCn2cnc3c(OC)ncnc32)cc(OC)c1OC
  -3 | 14

Below each SMILES: KCNH2 3.1 inh | KCNH2 WT inh
COc1ccc([C@H]2C[C@H](O)[C@@H](n3cc(COC(=O)c4ccccc4)nn3)CN2C(=O)C2CCCCC2)cc1
  10 | -9
CCc1ccc(C(=O)OCC(=O)Nc2c(C)n(C)n(-c3ccccc3)c2=O)cc1
  8 | 3
O=C1[C@H]2[C@@H](c3ccc(C(F)(F)F)cc3)N[C@]3(CCCN(Cc4ccccc4)C3=O)[C@H]2C(=O)N1Cc1ccccc1
  -24 | 3
CCN1CCN(c2nc3c(c(=O)[nH]c(=O)n3C)n2Cc2cccc(C)c2)CC1
  -2 | 22
C[C@@H]1CN([C@H](C)CO)C(=O)CCCn2cc(nn2)CO[C@H]1CN(C)C(=O)C1CC1
  -15 | 16
COc1ccccc1NC(=O)N(C)C[C@@H]1Oc2ncc(Br)cc2C(=O)N([C@H](C)CO)C[C@@H]1C
  5 | 2
COc1ccc(-c2cnc3c(c2)C(=O)N([C@H](C)CO)C[C@H](C)[C@H](CN(C)C(=O)Cc2cccnc2)O3)cc1
  0 | -4
Cc1ccccc1OCCC(=O)Nc1ccc(S(=O)(=O)N2CCCC2)cc1
  -13 | -9
CCCC1NC(=O)c2cccnc2-n2c1nc1cc(F)c(F)cc1c2=O (stereo not given)
  0 | 7
O=C(/C=C/c1ccc2c(c1)OCO2)NCCS(=O)(=O)N1CCN(c2ccccc2)CC1
  -18 | 18

Below each SMILES: KCNH2 3.1 inh | KCNH2 WT inh
CN(c1ccccc1)S(=O)(=O)c1ccc(C(=O)NCc2cccnc2)cc1
  -8 | 32
COc1ccc2oc(C(=O)OCC(=O)Nc3ccc(C)c(S(=O)(=O)N4CCOCC4)c3)c(C)c2c1
  4 | 4
CC(=O)NC1CC2CCCC(C1)N2C(=O)Nc1cccc(C(C)=O)c1 (stereo not given)
  -1 | 4
C[C@@H]1CN([C@@H](C)CO)C(=O)c2c(c3ccccc3n2C)-c2ccccc2CO[C@H]1CN(C)C(=O)[C@H](Cc1ccccc1)N(C)C
  -9 | -2
CCN(CC)c1ccc(/C=N/NC(=O)c2nnn(-c3nonc3N)c2CN(C)C2CCCCC2)cc1
  -88* | -17
O=C(NCCS(=O)(=O)N1CCN(c2ccccc2)CC1)C1CCCCC1
  -2 | -2
COc1cc2ccc(CC(N)=O)cc2cc1OC
  -3 | 1
CC1=C(C(=O)N2CCOCC2)CC(CC(=O)NCc2cccc3ccccc23)C(=O)N1CCCN1CCCC1=O (stereo not given)
  6 | 3
COc1ccccc1C(=O)N/C(=C\c1cn(S(=O)(=O)N(C)C)c2ccccc12)C(=O)N1CCN(C)CC1
  -4 | -6
CC(C)c1cc(C(=O)NC2CCCCCC2)c2ccccc2n1
  2 | 2

Below each SMILES: KCNH2 3.1 inh | KCNH2 WT inh
Cc1cc2c(c(C#N)c1C)NC=NC2C (stereo not given)
  2 | 1
O=C(O)c1ccc2c(c1)S(=O)(=O)c1cc(N3CCN(c4ncccn4)CC3)ccc1C2=O
  6 | 4
COC(=O)c1ccc(CNC(=O)c2cc(S(=O)(=O)NCc3ccccc3)ccc2C)cc1
  14 | 4
C[C@@H]1CN([C@@H](C)CO)C(=O)CCCn2nncc2CO[C@@H]1CN(C)C(=O)Nc1ccc(-c2cccs2)cc1
  -12 | 14
CCN(CC)S(=O)(=O)c1ccc(N2CCOCC2)c(NS(=O)(=O)c2ccc(Cl)s2)c1
  -1 | -16
COc1ccccc1C#CC1=CC(=O)C[C@H](c2ccc(F)cc2)C1
  4 | 3
